Screens deposited in PubChem BioAssay by several laboratories.
S1P4 ag – human S1P4 receptor agonism | O95977 | AID 1509 | activation, % at 4.98 µM | S1P4-expressing cell line, agonist reporter assay | 220,000 compounds, 0.35% hits; in the data active = activation above about 11%;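 also: 0% = DMSO vehicle and 100% = reference agonist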
Target sequence (O95977 whole entry, looked up): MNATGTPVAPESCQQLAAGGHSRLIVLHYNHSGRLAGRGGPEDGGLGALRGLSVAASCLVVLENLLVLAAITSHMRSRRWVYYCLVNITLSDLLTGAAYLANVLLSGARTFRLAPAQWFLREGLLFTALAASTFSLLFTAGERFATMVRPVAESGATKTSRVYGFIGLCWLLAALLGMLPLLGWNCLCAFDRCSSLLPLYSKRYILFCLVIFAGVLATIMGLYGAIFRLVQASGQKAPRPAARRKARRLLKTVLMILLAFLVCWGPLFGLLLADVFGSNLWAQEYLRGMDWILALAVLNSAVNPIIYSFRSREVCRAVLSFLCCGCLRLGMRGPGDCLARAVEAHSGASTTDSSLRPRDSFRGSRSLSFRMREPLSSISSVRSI
NPY Y1 blocker – antagonists of human neuropeptide Y receptor Y1. P25929. HEK293-CNG Y1 cells, membrane potential fluorescence; NPY at EC95, then isoproterenol. inhibition, % at 3.6 µM. 200,000 compounds, 1% hits;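 active = inhibition above the campaign mean inhibition of all tested compounds plus 3 SD, cut at about 20% in these data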;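 also: 0% = DMSO wells given NPY plus isoproterenol and 100% = isoproterenol alone without NPY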
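Assay system: HEK293 Y1/CNG channel cell line; Doses: single compound dose of 3.6 µM, 0.4% DMSO; Timing: dye 3 h, compound 60 min room temperature, stimulation 45 min; Technique: Membrane-potential fluorescent dye readout; Measure: % inhibition of NPY effect.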
Ba/F3 V617F tox – reduce viability of Ba/F3 cells dependent on JAK2V617F; Ba/F3 EpoR-JAK2V617F viability, ATP luminescence; inhibition, % at 5.6 µM; 220,000 compounds, 1.1% hits;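 active = inhibition above the campaign mean plus 3 SD over all tested compounds, cut at about 24% in these data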;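 also: cytokine-independent growth of Ba/F3 cells driven by EpoR plus mutant JAK2; 0% = DMSO-treated cells and 100% = JAK inhibitor I control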
S1P4 antag – human S1P4 receptor antagonism. O95977. S1P4-expressing cells, antagonist mode, reporter read-out. inhibition, % at 4.98 µM. 220,000 compounds, 0.26% hits; in the data active = inhibition above about 29%;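 also: 0% = wells stimulated with agonist and 100% = vehicle wells without agonist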
BaF3 parental – parental Ba/F3 viability inhibition as JAK2V617F counter-screen; CellTiter-Glo ATP luminescence; inhibition, % at 5.6 µM; 220,000 compounds, 1.1% hits; AID 1486;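 active = inhibition above a per-campaign cutoff, the mean inhibition of all tested compounds plus 3 SD, cut at about 27% in these data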;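 also: 0% = DMSO wells and 100% = JAK Inhibitor I control wells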
NPY2 pot ag – human NPY-Y2 potentiation or agonism, primary screen. 220,000 compounds, 0.45% hits. AID 1359. P49146. activation, % at 3.6 µM. cells expressing NPY-Y2, potentiator/agonist read-out; in the data active = activation above about 27%;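 also: cells stimulated with NPY near EC25 plus isoproterenol at EC100; 0% = vehicle plus submaximal agonist and 100% = vehicle plus saturating agonist; some results beyond the cut were filed as inactive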
NPY-Y1 PAM-ag – potentiators or agonists of human neuropeptide Y receptor Y1 | P25929 | NPY-Y1 expressing cells, potentiator/agonist activation | activation, % at 3.6 µM | 220,000 compounds, 0.37% hits | AID 1304; in the data active = activation above about 33%, passing the limit was not always enough;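 also: cells stimulated with NPY at EC10 then isoproterenol at EC100; 0% = low agonist plus stimulus and 100% = saturating agonist plus stimulus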
p47phox inh – blocks human p47phox regulatory protein of NADPH oxidases. P14598. p47phox/p22phox peptide binding, fluorescence polarization, 2 h. inhibition, % at 24.7 µM. 220,000 compounds, 0.53% hits. AID 1274;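 active = inhibition above about 30%, limit read from the data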;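 also: 0% = p47phox with labelled peptide and 100% = labelled peptide alone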
Target sequence (P14598 whole entry, looked up): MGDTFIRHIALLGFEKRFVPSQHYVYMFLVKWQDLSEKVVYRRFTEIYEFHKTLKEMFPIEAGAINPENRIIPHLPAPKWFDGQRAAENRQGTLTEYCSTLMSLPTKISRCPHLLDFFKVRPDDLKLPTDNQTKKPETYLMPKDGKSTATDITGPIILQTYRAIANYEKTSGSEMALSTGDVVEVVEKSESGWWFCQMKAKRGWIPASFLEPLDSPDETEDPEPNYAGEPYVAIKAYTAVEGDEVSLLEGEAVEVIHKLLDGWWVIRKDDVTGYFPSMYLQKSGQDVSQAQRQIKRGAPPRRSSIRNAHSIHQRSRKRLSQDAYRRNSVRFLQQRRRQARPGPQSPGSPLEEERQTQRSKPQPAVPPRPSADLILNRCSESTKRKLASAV
CHOP inh – CHOP inhibition in unfolded protein response; CHO-K1 CHOP-promoter luciferase, tunicamycin-induced, 15-18 h; inhibition, % at 10 µM; 220,000 compounds, 3.8% hits;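 active = compounds that reduced the stress-induced luciferase reporter signal by more than about 70% of percent inhibition, limit read from the data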;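 also: 0% = tunicamycin plus vehicle and 100% = wells without tunicamycin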
The depositor's hits bear a star; x = no result given.

#1 O=C(NCC1CCCO1)c1cc(C(=O)C2CCCCC2)c[nH]1 (centres undefined)
#2 CCS(=O)(=O)N1CCN(c2cccc(C)c2C)CC1
#3 COc1cccc(C(c2sc3nc(C)nn3c2O)N2CCC3(CC2)OCCO3)c1 (centres undefined)
#4 CC1=C(C)CC(C(=O)NNC(=O)c2ccccc2)C(C(=O)O)C1 (centres undefined)
#5 CC(=O)NCCC(=O)Nc1ccc(C)c(F)c1
#6 COC(=O)c1ccc(Oc2nc(Nc3ccc(F)cc3)nc(N3CCCC3)n2)cc1

| Compound | 1 | 2 | 3 | 4 | 5 | 6 |
| --- | --- | --- | --- | --- | --- | --- |
| p47phox inh | 5 | -8 | -11 | -6 | -14 | -1 |
| S1P4 antag | -2 | 15 | -4 | -7 | -4 | -11 |
| S1P4 ag | 1.1 | -0.1 | -0.4 | -0.2 | 0.9 | -0.9 |
| NPY-Y1 PAM-ag | -11 | 10 | -12 | -17 | 4 | -15 |
| Ba/F3 V617F tox | -2 | 1 | 0 | 1 | -3 | 5 |
| NPY Y1 blocker | 2 | 0 | 2 | 5 | 10 | -1 |
| CHOP inh | -12 | 55 | 3 | 30 | -25 | 74* |
| BaF3 parental | 2 | -1 | 10 | 1 | 0 | 6 |
| NPY2 pot ag | -18 | 3 | 0 | -14 | 18 | 10 |

#7 O=C(NN=C1CCC(=NNC(=O)c2ccccn2)CC1)c1ccccn1
#8 COc1ccccc1NC(=O)CN1C(=O)C2(OCCCO2)c2ccccc21
#9 Cc1ccc(NC(=S)NC(=O)c2sc3ccccc3c2Cl)c(C(=O)O)c1
#10 CCOC(=O)C1(Cc2cccc(F)c2)CCN(Cc2ccc(COC)o2)CC1
#11 O=C(O)c1ccccc1P(=O)(c1ccccc1)c1ccccc1
#12 Cc1ccc(-c2nnc3sc(-c4ccc5c(c4)OCCO5)nn23)cc1

| Compound | 7 | 8 | 9 | 10 | 11 | 12 |
| --- | --- | --- | --- | --- | --- | --- |
| p47phox inh | -5 | 1 | -37 | -6 | 7 | x |
| S1P4 antag | 10 | -9 | -15 | -1 | 1 | -3 |
| S1P4 ag | -1.9 | -0.1 | 0.9 | 1.4 | 2.0 | 3.0 |
| NPY-Y1 PAM-ag | -12 | 18 | 2 | 4 | -8 | -14 |
| Ba/F3 V617F tox | -4 | -6 | 3 | -1 | 2 | 1 |
| NPY Y1 blocker | 5 | 4 | 0 | x | 3 | -1 |
| CHOP inh | -11 | 20 | 12 | 4 | 13 | x |
| BaF3 parental | 7 | 3 | 3 | -1 | 6 | 5 |
| NPY2 pot ag | -7 | 6 | 7 | -10 | 4 | 7 |

Ordered by SMILES length (ascending): ten of the compounds above
#5 CC(=O)NCCC(=O)Nc1ccc(C)c(F)c1
#2 CCS(=O)(=O)N1CCN(c2cccc(C)c2C)CC1
#11 O=C(O)c1ccccc1P(=O)(c1ccccc1)c1ccccc1
#1 O=C(NCC1CCCO1)c1cc(C(=O)C2CCCCC2)c[nH]1 (centres undefined)
#7 O=C(NN=C1CCC(=NNC(=O)c2ccccn2)CC1)c1ccccn1
#8 COc1ccccc1NC(=O)CN1C(=O)C2(OCCCO2)c2ccccc21
#10 CCOC(=O)C1(Cc2cccc(F)c2)CCN(Cc2ccc(COC)o2)CC1
#9 Cc1ccc(NC(=S)NC(=O)c2sc3ccccc3c2Cl)c(C(=O)O)c1

| Compound | 5 | 2 | 11 | 1 | 7 | 8 | 10 | 9 |
| --- | --- | --- | --- | --- | --- | --- | --- | --- |
| p47phox inh | -14 | -8 | 7 | 5 | -5 | 1 | -6 | -37 |
| S1P4 antag | -4 | 15 | 1 | -2 | 10 | -9 | -1 | -15 |
| S1P4 ag | 0.9 | -0.1 | 2.0 | 1.1 | -1.9 | -0.1 | 1.4 | 0.9 |
| NPY-Y1 PAM-ag | 4 | 10 | -8 | -11 | -12 | 18 | 4 | 2 |
| Ba/F3 V617F tox | -3 | 1 | 2 | -2 | -4 | -6 | -1 | 3 |
| NPY Y1 blocker | 10 | 0 | 3 | 2 | 5 | 4 | x | 0 |
| CHOP inh | -25 | 55 | 13 | -12 | -11 | 20 | 4 | 12 |
| BaF3 parental | 0 | -1 | 6 | 2 | 7 | 3 | -1 | 3 |
| NPY2 pot ag | 18 | 3 | 4 | -18 | -7 | 6 | -10 | 7 |

#3 COc1cccc(C(c2sc3nc(C)nn3c2O)N2CCC3(CC2)OCCO3)c1 (centres undefined)
#6 COC(=O)c1ccc(Oc2nc(Nc3ccc(F)cc3)nc(N3CCCC3)n2)cc1

| Compound | 3 | 6 |
| --- | --- | --- |
| p47phox inh | -11 | -1 |
| S1P4 antag | -4 | -11 |
| S1P4 ag | -0.4 | -0.9 |
| NPY-Y1 PAM-ag | -12 | -15 |
| Ba/F3 V617F tox | 0 | 5 |
| NPY Y1 blocker | 2 | -1 |
| CHOP inh | 3 | 74* |
| BaF3 parental | 10 | 6 |
| NPY2 pot ag | 0 | 10 |

Further compounds follow:
#13 Cc1c(Cl)cccc1N1CC(C)(C)C1=O
#14 C/C(CC(=O)NC1CCCC1)=N\NC(=O)c1ccc([N+](=O)[O-])c(Cl)c1
#15 COCCNC(=O)c1ccc(Cl)c(Cl)c1
#16 CC(C)C(NC(=O)c1ccc2c(c1)OCO2)C(=O)N/N=C\c1ccco1 (centres undefined)
#17 CCn1c(NCc2cccs2)nc2ccccc21
#18 Cn1c(=O)c2c(nc(OCc3ccc4c(c3)OCO4)n2Cc2ccccc2Cl)n(C)c1=O

| Compound | 13 | 14 | 15 | 16 | 17 | 18 |
| --- | --- | --- | --- | --- | --- | --- |
| p47phox inh | -2 | -9 | 10 | 1 | -8 | 15 |
| S1P4 antag | -3 | -5 | -11 | -22 | -24 | 0 |
| S1P4 ag | 0.1 | 1.2 | -0.4 | -0.4 | 0.8 | -0.9 |
| NPY-Y1 PAM-ag | 16 | 11 | -20 | 0 | -29 | 3 |
| Ba/F3 V617F tox | -4 | -2 | 1 | -3 | -5 | -2 |
| NPY Y1 blocker | 1 | 0 | 0 | 0 | 0 | -1 |
| CHOP inh | 15 | 17 | 24 | 2 | 16 | -1 |
| BaF3 parental | -1 | -1 | 2 | 0 | 2 | 0 |
| NPY2 pot ag | 8 | 1 | 4 | 12 | 1 | 12 |

#19 COc1ccc(CNC(=O)CSCc2c(F)cccc2Cl)cc1
#20 CCc1cccc(NC(=O)Cc2ccc([N+](=O)[O-])cc2)c1
#21 CN(C)S(=O)(=O)N1CCC(Oc2ccc(C(=O)NCC(C)(C)CO)cc2)CC1
#22 COC(=O)c1ccc(/C=N/NC(=O)c2cccc(F)c2)cc1
#23 C=CCn1c(SCC(=O)NC(=O)NCc2ccco2)nc2sc(CC)cc2c1=O
#24 CCOc1ccccc1C(=O)Nc1cc(Cl)ccc1O
#25 COc1ccc(-c2nn(-c3ccccc3C)cc2CNCc2cccnc2)cc1F
#26 COCCn1c(C)cc(C(=O)CSc2nc3ccccc3s2)c1C

| Compound | 19 | 20 | 21 | 22 | 23 | 24 | 25 | 26 |
| --- | --- | --- | --- | --- | --- | --- | --- | --- |
| p47phox inh | -6 | -2 | -2 | -9 | -23 | -27 | 3 | -23 |
| S1P4 antag | -10 | -1 | 1 | -22 | -6 | -4 | -8 | -23 |
| S1P4 ag | 1.6 | -1.1 | -0.5 | -0.1 | -0.1 | 1.9 | 1.1 | 0.7 |
| NPY-Y1 PAM-ag | -21 | -5 | -1 | -4 | 2 | -2 | -16 | 2 |
| Ba/F3 V617F tox | -1 | 5 | -4 | 2 | -3 | -4 | 3 | -1 |
| NPY Y1 blocker | 10 | 0 | 5 | 0 | 1 | -7 | 12 | 4 |
| CHOP inh | 13 | 37 | -21 | 4 | 83* | 60 | -4 | 65 |
| BaF3 parental | 2 | 5 | -1 | 8 | 4 | 2 | 4 | 4 |
| NPY2 pot ag | -16 | -9 | 4 | -5 | 8 | 16 | -11 | 6 |

Three structures from above, arranged by length of the SMILES, low to high:
#24 CCOc1ccccc1C(=O)Nc1cc(Cl)ccc1O
#22 COC(=O)c1ccc(/C=N/NC(=O)c2cccc(F)c2)cc1
#25 COc1ccc(-c2nn(-c3ccccc3C)cc2CNCc2cccnc2)cc1F

| Compound | 24 | 22 | 25 |
| --- | --- | --- | --- |
| p47phox inh | -27 | -9 | 3 |
| S1P4 antag | -4 | -22 | -8 |
| S1P4 ag | 1.9 | -0.1 | 1.1 |
| NPY-Y1 PAM-ag | -2 | -4 | -16 |
| Ba/F3 V617F tox | -4 | 2 | 3 |
| NPY Y1 blocker | -7 | 0 | 12 |
| CHOP inh | 60 | 4 | -4 |
| BaF3 parental | 2 | 8 | 4 |
| NPY2 pot ag | 16 | -5 | -11 |
